AmpC inh detg = qHTS Inhibitors of AmpC Beta-Lactamase (assay with detergent); AmpC hydrolysis of nitrocefin, absorbance 480 nm, 0.01% Triton; Potency, µM (titrated, usually from 114 µM), without a hit: top-dose activity change, negative = inhibition, most hits filed as inhibitors; hit rate 0.041% among 370,000; AID 485294, 2010;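 note: potency is the fitted concentration of half-maximal effect; 0% = no-compound wells and -100% = no-enzyme wells; nearly all actives have a fitted effect of over 25% in size; some results filed as inactive show a strong effect at the top dose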
Target sequence (P00811 whole entry, looked up): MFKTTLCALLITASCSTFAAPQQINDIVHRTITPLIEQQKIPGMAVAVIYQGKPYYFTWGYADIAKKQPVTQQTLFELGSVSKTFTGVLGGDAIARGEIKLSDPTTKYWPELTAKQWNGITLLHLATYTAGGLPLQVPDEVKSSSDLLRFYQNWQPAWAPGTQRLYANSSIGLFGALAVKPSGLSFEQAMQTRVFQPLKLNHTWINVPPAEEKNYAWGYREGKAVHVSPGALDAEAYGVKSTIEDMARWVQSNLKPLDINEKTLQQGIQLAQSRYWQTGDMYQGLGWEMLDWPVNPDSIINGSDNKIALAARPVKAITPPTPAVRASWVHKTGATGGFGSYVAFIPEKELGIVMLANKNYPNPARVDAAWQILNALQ
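AmpC (5.3 nM in the dispensed reagent) in 20 mM phosphate pH 7.0 with 0.01% (detergent screen) or 0.0001% Triton X-100 was preincubated with compounds for 15 min at room temperature. Nitrocefin was then added from an 800 uM solution, and hydrolysis was followed at 480 nm.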
AmpC no deterg = qHTS Inhibitors of AmpC Beta-Lactamase (assay without detergent). P00811. AmpC nitrocefin hydrolysis, absorbance 480 nm, 0.0001% Triton. Potency, µM (top dose mostly 57.1 µM), for the others: at the top dose activity change, negative = inhibition, usual class: inhibitors. hit rate 0.52% among 330,000. AID 485341, 2010;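 note: potency is the fitted concentration of half-maximal effect; plate controls were no compound for no effect and no enzyme for full effect; nearly all actives have a fitted effect of over 20% in size; some results filed as inactive show a strong effect at the top dose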
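20 mM phosphate pH 7.0 + 0.01% (detergent screen) or 0.0001% Triton X-100; 5.3 nM AmpC reagent; cpd preinc 15 min RT; nitrocefin (800 uM stock) to start; A480 q20 s × 4 min; Activity was normalised to no-enzyme and no-compound control wells.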
AMA1 RON2 block = qHTS for Inhibitors of AMA1-RON; Towards Development of Antimalarial Drug Lead: Primary Screen; Plasmodium falciparum AMA1 (3D7) - RON2 peptide interaction; AlphaScreen AMA1-biotinylated RON2 peptide binding; Potency, µM (series often up to 58.2 µM), inactives show at the top dose activity change, negative = inhibition, usual class: inhibitors; hit rate 0.2% among 360,000; AID 720542, 2013;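 note: potency is the fitted concentration of half-maximal effect; 0% = vehicle wells and -100% = peptide control; nearly all actives have a fitted effect of over 45% in size; some results filed as inactive show a strong effect at the top dose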
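AMA1 (3D7) with his tag at 25 nM final met compounds first, then biotinylated RON2 peptide at 25 nM; detection used donor plus acceptor beads, 10 µg/mL apiece, read by AlphaScreen after 30 min at room temperature.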
LmPK inh = qHTS Assay for Inhibitors of Leishmania Mexicana Pyruvate Kinase (LmPK). Q27686. purified LmPK, Kinase-Glo ATP luminescence, 1 h. Potency, µM (series often up to 57.5 µM), for inactives: top-dose activity change, negative = inhibition, usual class: inhibitors. hit rate 0.37% among 290,000. AID 1721, 2009; note: potency is the fitted concentration of half-maximal effect
Target sequence (Q27686 whole entry, looked up): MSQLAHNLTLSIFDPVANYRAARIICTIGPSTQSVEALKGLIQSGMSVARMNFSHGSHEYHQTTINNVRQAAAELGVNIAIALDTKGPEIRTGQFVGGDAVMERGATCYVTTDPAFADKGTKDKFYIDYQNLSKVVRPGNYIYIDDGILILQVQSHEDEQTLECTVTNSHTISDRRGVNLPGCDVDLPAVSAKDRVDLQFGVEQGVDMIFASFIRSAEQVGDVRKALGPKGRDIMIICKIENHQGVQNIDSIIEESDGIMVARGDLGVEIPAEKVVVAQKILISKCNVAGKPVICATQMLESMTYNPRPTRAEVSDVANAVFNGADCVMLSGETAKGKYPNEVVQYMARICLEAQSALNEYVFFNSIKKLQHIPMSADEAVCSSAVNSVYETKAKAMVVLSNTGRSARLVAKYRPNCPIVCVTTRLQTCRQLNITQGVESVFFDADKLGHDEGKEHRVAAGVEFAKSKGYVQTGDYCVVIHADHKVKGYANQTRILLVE
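Screened at intermediate enzyme activity to detect both inhibitors and activators: LmPK at 0.1 nM, with a 0.5 nM enzyme column as activation reference. PEP 0.5 mM, ADP 0.1 mM; ATP detected by luminescence after 1 h.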
TbPYK inhibitor = qHTS of Trypanosoma Brucei Inhibitors; pyruvate kinase (Trypanosoma brucei), Q57TT1; TbPYK enzyme, Kinase-Glo Plus ATP luminescence, 45 min; Potency, µM (doses to about 76.8 µM), inactives show top-dose activity, negative = inhibition, most hits filed as inhibitors; hit rate 0.12% among 410,000; AID 624173, 2012; note: potency is the fitted concentration of half-maximal effect; nearly all actives have a fitted effect of over 50% in size
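Luminescent Kinase-Glo Plus end-point after 45 min room-temperature reaction of T. brucei pyruvate kinase started with 130 uM ADP (final). Buffer TEA 50 mM pH 7.2 with KCl, MgCl2, BSA, Tween-20; titration-based qHTS with fitted concentration-effect curves.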
HCMV inh = qHTS Assay for inhibitors of the human cytomegalovirus (HCMV); activity change, negative = inhibition, % at 57.5 µM; hit rate 4.5% among 410,000; HFF cells, HCMV-luciferase reporter, 72 h; active compounds read low; in the data active = activity change below about -60%; inconclusive = no clear call, values can overlap the other calls; inactive = above about -39%
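Two-dose cell screen: HFF monolayers treated with compounds and infected with luciferase-expressing HCMV at 1 PFU/cell, 72 h at 37C, then lysed for luciferase measurement.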
HCV inh = qHTS Assay for Inhibitors of Hepatitis C Virus (HCV). Potency, µM (highest dose often 41.8 µM), without a hit: top-dose activity change, negative = inhibition, usual class: inhibitors. Huh7.5.1 HCVcc-Cre infection, luciferase reporter, 44 h. hit rate 3.4% among 340,000. AID 651820, 2012; note: potency is the fitted concentration of half-maximal effect
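Infectious HCV cell culture screen: compound-treated cells (1,000/well, pre-plated 4 h) are infected with HCVcc-Cre at roughly 0.5 moi and grown 44 h. Infection is quantified by luciferase signal after 15 min substrate incubation at room temperature.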
The depositor's hits bear a star; ? = inconclusive; . = no result given; [ ] = remark or other dose. Unless noted, calls come from the whole dose curve; as a rule, active = well fitted curve in the direction sought with a large enough effect; inconclusive = small, poorly fitted or top-dose-only effect, or another doubt; inactive = no such curve, though single readings can be large; an effect the other way counts as inactive or inconclusive. Unless noted, % is set by controls: 0 for no effect and ±100 for the full control effect.

The line under a structure holds: AmpC inh detg, AmpC no deterg, AMA1 RON2 block, LmPK inh, TbPYK inhibitor, HCMV inh, HCV inh
O=C(O)c1cc(-c2ccccc2Cl)n(-c2ccccc2)n1
 : 0%, -15%, 0%, 5%, -13%, -9, 4%
CCOC(=O)N1CCC2CC1c1cc(Cl)ccc12 (stereo unspecified)
 : ., ., 2%, ., 4%, -15, -24%
O=C(COC(=O)c1ccc(Br)o1)NCC1CCCO1 (stereo unspecified)
 : 3%, -12%, 15%, -8%, 0%, -7, .
O=C(Cc1ccccc1[N+](=O)[O-])OCC(=O)c1ccccc1Br
 : ., -28%, -1%, ., -4%, -21, 13%
O=C(C1CC(=O)N(c2ccc(F)c(Cl)c2)C1)N1CCC2(CC1)OCCO2 (stereo unspecified)
 : 3%, -4%, -3%, -3%, 3%, -2, 9%
Cc1nc(N2CCC(C(N)=O)CC2)c2nnn(Cc3ccccc3)c2n1
 : -10%, -9%, 5%, 0%, -4%, -40, 7%
O=C(NC(Cc1ccccc1)C(=O)O)c1ccc(S(=O)(=O)N2CCCCC2)cc1 (stereo unspecified)
 : 2%, -14%, 2%, 0%, -1%, 4, -22%
O=C(Nc1ccc(Oc2ccc(NC(=O)C3CCCO3)cc2)cc1)C1CCCO1 (stereo unspecified)
 : -12%, 15%, -3%, -2%, -12%, 13, -18%
O=C(O)CCNS(=O)(=O)c1ccccc1C(F)(F)F
 : 5%, -12%, -2%, 5%, 0%, 5, 4%
Cc1onc(-c2c(Cl)cccc2Cl)c1C(=O)N1C=CC(C(F)(F)F)=NCC1
 : -10%, -5%, 31%, 3%, 6%, 10, 9%
O=C(NCCc1ccc(F)cc1)C(=O)NCC(c1ccco1)S(=O)(=O)c1cccs1 (stereo unspecified)
 : -2%, ., ., ., -7%, -17, .
O=C(NC1CC1)c1ccc(S(=O)(=O)NC2CCCCCC2)cc1
 : ?, -6%, -12%, 2%, 5%, 7, -12%
CCOC(=O)c1c(NC(=O)c2ccc(S(=O)(=O)N(C)CC3CCCO3)cc2)sc2c1CCN(C)C2 (stereo unspecified)
 : -5%, -10%, -14%, -12%, -8%, 25, 13µM*
Cc1cccc(C)c1NC(=O)Cn1c(=O)n(CCC(=O)NCc2ccc3c(c2)OCO3)c(=O)c2sccc21
 : 13%, ., ., ., 4%, 3, .
O=C(c1ccc2c(c1)OCO2)N1CCC(Cc2ccccc2)CC1
 : -7%, 28%, -15%, -4%, -7%, -10, 0%
COc1ccccc1C(C)NC(=O)c1ccc(S(=O)(=O)NCc2ccco2)cc1 (stereo unspecified)
 : ., -35%, -8%, ., 3%, -13, -17%
O=C(O)c1ccccc1NC(=O)C(Cc1ccccc1)N1C(=O)c2ccccc2C1=O (stereo unspecified)
 : -1%, -33%, -6%, -1%, -8%, -7, 5%
COc1ccc(N(C)S(=O)(=O)c2cccc(C(=O)N3CCN(Cc4ccc5c(c4)OCO5)CC3)c2)cc1
 : ?, 196%[activator], -25%, ., -5%, -10, ?
CC1CC(C)(C)CC2(C1)NC(=O)N(CC(=O)Nc1ccc3c(c1)OCO3)C2=O (stereo unspecified)
 : ., ., -8%, ., 5%, 8, .
O=[N+]([O-])c1ccc(CN2CCOCCOCCOCC2)cc1
 : -2%, -19%, -12%, 5%, 2%, -28, 23%
CN1CCN(C(=O)C2=C[C@@H](c3ccc4c(c3)OCO4)C[C@@H](OCc3ccc(CO)cc3)O2)CC1
 : 6%, 86%[activator], 19%, 0%, 3%, ?, -7%
COc1ccc(COCC(O)CN2CCC(C(N)=O)CC2)cc1 (stereo unspecified)
 : 0%, -6%, 6%, 2%, 5%, 12, -3%
CCCOC(=O)c1ccc(Oc2c(-c3ccc(O)cc3O)n[nH]c2C)cc1
 : 7%, -43%, -11%, -1%, -1%, -77*, ?
C[C@@H]1CN([C@H](C)CO)C(=O)c2cccc(NC(=O)Nc3ccc(F)cc3)c2O[C@H]1CN(C)C(=O)Nc1ccc(C(F)(F)F)cc1
 : ., 268%[activator], -11%, ., -7%, -61*, ?
COC(=O)C(CCSC)NC(=O)C1CCN(c2ncnc3c2nc2n3CCCCC2)CC1 (stereo unspecified)
 : 15%, ., ., ., 0%, -100*, .
Oc1ccc(N2CCN(C(c3ccccn3)c3nnnn3C3CCCC3)CC2)cc1 (stereo unspecified)
 : -9%, -5%, 5%, -18%, -17%, -30, -4%
O=C1NN(c2ccccc2)C(=O)/C1=C\c1ccccc1OCC(=O)N1CCOCC1
 : -14%, -35%, 5%, -2%, -22%, 53, 5%
Cc1ccccc1NC(=O)NNC(=O)c1ccc2ccccc2c1
 : -1%, -39%, 75%[activator], 7%, 0%, 0, 7%
O=C(NC1CCCCC1)NC1(C(=O)N2CCN3CCCC3C2)CCCCC1 (stereo unspecified)
 : -5%, -42%, -14%, 5%, 11%, 49, -8%
CC(=O)C(C(C)=O)c1c(Cl)c(O)c(O)c2c(C(=O)c3ccccc3)coc12
 : -15%, -34%, 64%[activator], 11µM*, ?, -107*, 10µM*
CCN1CCN(Cc2ccc(NC(=O)c3ccc(C)c(NC(=O)c4ccnnc4)c3)cc2C(F)(F)F)CC1
 : 1%, -10%, -9%, 2%, -4%, -4, -17%
Cc1ccc2nc(NC(=O)CSCc3ccccc3)sc2c1
 : 4%, -36%, -4%, 2%, -6%, 36, 20%
CC12C(=O)N(Cc3ccco3)C(=O)C1C1c3ccccc3C2c2ccccc21 (stereo unspecified)
 : 4%, 4%, -14%, 10%, 4%, -37, -10%
CC1CCCN(C(=O)COc2ccc(Nc3ccccc3)cc2)C1 (stereo unspecified)
 : 2%, -1%, -4%, -4%, 1%, -32, -5%
Cn1c(CSCc2ccc(F)cc2)nnc1SCC(=O)Nc1cccc(C(=O)O)c1
 : -4%, -27%, 5%, 0%, -21%, 6, 5%
O=c1[nH]c(NCCO)nnc1Cc1ccc(Cl)cc1
 : 1%, -17%, 5%, 0%, -2%, -29, 7%
CCc1nc2c(OCc3ccc(C(F)(F)F)cc3)cccn2c1N(C)C(=O)C(C)C
 : ., ., 8%, ., -2%, -22, .
Cc1ccccc1NC(=O)CN1C(=O)c2cccnc2Oc2ccc(Cl)cc21
 : -2%, 62%[activator], -5%, 10%, -13%, 35, -9%
Cc1cccc(NC(=O)c2cccc(N3C(=O)CCC3=O)c2)c1
 : 0%, -2%, -1%, -2%, -4%, -6, 7%
O=C1C2CCCCN2C(=O)N1CCCCN1CCN(c2ccccc2Oc2ccccc2)CC1 (stereo unspecified)
 : 1%, 179%[activator], -1%, -2%, -5%, 45, -20%
Cc1ccc(NC(=O)CSc2nc(=O)n(Cc3ccccn3)c3c2CCC3)cc1F
 : -2%, ., ., ., 0%, -36, .
O=C(c1cccs1)c1cn(CCOc2ccc(Cl)cc2)c2ccccc12
 : -3%, ., ., ., 2%, -5, .
COc1cc(/C=C2\SC(=Nc3cccnc3)NC2=O)cc(OC)c1OC
 : -7%, -27%, -3%, -7%, -7%, 13, 0%
Cn1cc(CN2CCC(n3nccc3NC(=O)Cc3ccccc3)CC2)cn1
 : 3%, -7%, 2%, -6%, -6%, -20, .
c1cncc(-c2nn[nH]n2)c1
 : -10%, 0%, -6%, -4%, -5%, 27, 7%
COc1cc(OC)cc(C(=O)NNC(=O)Cc2cccs2)c1
 : ., -33%, 51%[activator], ., 2%, -24, -4%
COc1cccc(/C(O)=C2/C(=O)C(=O)N(CCN(C)C)C2c2ccccn2)c1 (stereo unspecified)
 : -11%, -5%, 54%[activator], -4%, 1%, 33, 9%
COC(=O)[C@H](Cc1ccc(O)cc1)NC(=O)Cn1ccc(NC(=O)OCc2ccccc2)nc1=O
 : ., -21%, 10%, ., -8%, 8, 37%[activator]
CC(=O)c1ccc(Sc2ccccc2N)c([N+](=O)[O-])c1
 : -3%, -16%, -15%, 3%, -13%, -24, -12%
OC(CN1CCc2ccccc2C1)c1ccccc1 (stereo unspecified)
 : 4%, -23%, -20%, -3%, -3%, 22, -22%
CSC[C@H]1CN(c2ccccc2)C(=O)[C@@H]1CC(=O)Nc1ccc(Br)cc1
 : ., ., -2%, ., -1%, -2, .
O=C(c1cn(-c2ccccc2)nc1-c1cccnc1)N1CCCC(C(F)(F)F)C1 (stereo unspecified)
 : ?, 21%, -3%, ., -1%, -13, ?
O=C(O)COCC(=O)N1CCCN(c2ccc(C(F)(F)F)cn2)CC1
 : -21%, -8%, -12%, 9%, -16%, 27, 10%
CCOC(=O)Cc1csc(NC(=O)CCCCCN2C(=O)c3ccccc3C2=O)n1
 : 1%, 17%, 3%, 4%, 8%, -28, -2%
COc1ccccc1C1CCN(Cc2ccc3ccccc3c2)CC1
 : -21%, -23%, ?, 0%, 2%, -67*, -13%
COCCn1c(=O)[nH]c2cc(C(=O)NC(C)C)ccc2c1=O
 : -8%, -8%, 26%, 1%, -11%, -8, -2%
CCOc1ccc(CNCc2ccccc2Cl)cc1
 : 1%, -26%, 2%, 0%, 1%, ?, -86%

Single records, from the list above:
COc1cccc(/C(O)=C2/C(=O)C(=O)N(CCN(C)C)C2c2ccccn2)c1 (stereo unspecified) across the screens: AmpC inh detg: -11%; AmpC no deterg: -5%; AMA1 RON2 block: 54%[activator]; LmPK inh: -4%; TbPYK inhibitor: 1%; HCMV inh: 33; HCV inh: 9%
COc1cc(/C=C2\SC(=Nc3cccnc3)NC2=O)cc(OC)c1OC across the screens: AmpC inh detg: -7%; AmpC no deterg: -27%; AMA1 RON2 block: -3%; LmPK inh: -7%; TbPYK inhibitor: -7%; HCMV inh: 13; HCV inh: 0%

High-throughput results from PubChem.
